LYP phosphatase – inhibitors of LYP phosphatase, biochemical, fluorescence intensity, uHTS (AID 1779); 0.054% of 290,000 active; one-dose inhibition, % at 11.5 µM; IC50 in µM for titrated hits; recombinant LYP phosphatase, fluorescence intensity; higher % means a stronger effect;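 note: plate controls were vehicle with enzyme for no effect and no enzyme for full effect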
human PMI inhibitors – human PMI inhibitors, high substrate, primary screen, biochemical, fluorescence intensity, high mannose 6-phosphate (AID 1220); Mannose-6-phosphate isomerase (Homo sapiens); recombinant PMI enzyme, coupled fluorescence intensity; higher % means a stronger effect; inhibition, % at 20 µM; hits with a dose series show IC50 in µM; 0.66% of 190,000 active
XIAP antagonists – XIAP antagonists, biochemical, IAP family, fluorescence polarization (AID 1018). E3 ubiquitin-protein ligase XIAP (Homo sapiens). XIAP BIR domain, fluorescence polarization peptide displacement; higher % means a stronger effect. one-dose displacement, % at 20 µM; IC50 in µM for titrated hits. 0.007% of 200,000 active; in the data active = displacement above about 50%; note: a part of the inactive calls stands beside numbers as strong as those of hits
ER stress rescue – rescue of cells from ER stress-induced death, primary screen, 384-well, CSM14.1, thapsigargin, ATP luminescence (AID 1222) | CSM14.1 thapsigargin-induced death rescue, ATP luminescence; higher % means a stronger effect | cellular ATP content (survival), % at 20 µM; hits with a dose series show EC50 in µM | 190,000 tested, under 10 active;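 active = EC50 below 50 µM in the dose-response confirmation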;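 note: death triggered by thapsigargin at about 15 µM added after 2 h compound pretreatment; cell ATP read after overnight thapsigargin exposure of roughly 18 to 22 hours; normalized against plate controls of thapsigargin alone and 5% DMSO vehicle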
M1AAP inhibition – P. falciparum M1AAP inhibitors, biochemical, fluorogenic H-Leu-NHMec substrate, 1536-well (AID 1445); Aminopeptidase N (Plasmodium falciparum (isolate 3D7)); recombinant M1AAP, H-Leu-NHMec fluorogenic kinetic assay; higher % means a stronger effect; one-dose inhibition, % at 30 µM; IC50 in µM for titrated hits; 0.42% of 220,000 active;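 active = primary inhibition above the hit cutoff, then over 50% inhibition at one or more dose response concentrations, cut at about 23% in these data, passing the limit was not always enough; inconclusive = conflicting primary data, or primary hits not chosen for dose response; inactive = low primary inhibition, or under 50% at every dose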;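 note: plate controls were DMSO full reaction for no effect and no enzyme background for full effect; strong numbers were not always called active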
human PMI inhibition – inhibitors of human PMI, primary screen, biochemical, fluorescence intensity, coupled assay (AID 1209). Mannose-6-phosphate isomerase (Homo sapiens). purified PMI enzyme, coupled fluorescence intensity; higher % means a stronger effect. inhibition, % at 20 µM; hits with a dose series show IC50 in µM. 0.42% of 190,000 active;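 note: plate controls were DMSO vehicle for no effect and wells lacking substrate for full effect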
TNAP activators – human TNAP enzyme activators, primary screen, biochemical, luminescent, no phosphate acceptor, uHTS (AID 1001); activation fold at 20 µM, or EC50 in µM where a hit was titrated; Alkaline phosphatase, tissue-nonspecific isozyme (Homo sapiens); purified TNAP, luminescent activation assay, no phosphate acceptor; higher activation fold means a stronger effect; 0.03% of 200,000 active; in the data active = activation fold from about 3, or a potency from the dose series; inactive = the rest, 99 in 100 with activation fold below about 1.6; note: many of its hits are not listed in these tables
P. falciparum M17LAP – P. falciparum M17LAP inhibitors, primary screen, biochemical, fluorogenic H-Leu-NHMec substrate, 1536-well (AID 1619). 0.38% of 220,000 active. recombinant M17LAP, H-Leu-NHMec fluorogenic kinetic assay; higher % means a stronger effect. inhibition, % at 30 µM, or IC50 in µM where a hit was titrated;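 active = compound inhibiting the enzyme by more than half at any dose during confirmatory dose-response retesting; inconclusive = strong single-dose inhibitors picked by rank but not retested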;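 note: plate controls were full reaction with DMSO carrier for no effect and no enzyme background for full effect; strong numbers were not always called active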
Myeloid diff MLP – induction of myeloid progenitor differentiation, primary screen, cell-based, flow cytometry, MLPCN library. ER-HoxA9 myeloid progenitors, lysozyme-GFP differentiation. calls only at 10 µM. 1% of 360,000 active. AID 624256, 2012;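 active = normalized GFP-positive differentiation at or above the plate's own cutoff, the solvent-only control mean plus 3 SD; inconclusive = no clear call, values can overlap the other calls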;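 note: cells exposed to compound for four days before flow analysis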
Myeloid diff MLP GFP+ MAC1+ % – further read-out of Myeloid diff MLP, marked with its call; GFP+ MAC1+ double positive, %; measured here: differentiation confirmed by MAC1 staining
Starred values were filed as active, the others as inactive; i = inactive; u = inconclusive; x = not tested or not shown; + = active, no number. Cut-off read from the data, not from the text of the source, unless noted: active = inhibition above about 50%; inactive = the rest.

Results follow in this order: LYP phosphatase | human PMI inhibitors | XIAP antagonists | ER stress rescue | M1AAP inhibition | human PMI inhibition | TNAP activators | P. falciparum M17LAP | Myeloid diff MLP | Myeloid diff MLP GFP+ MAC1+ %
CC(C)c1ccccc1NC(=O)CNCCc1ccc(C(F)(F)F)cc1
  -5% | x | x | x | 4% | x | x | 7% | i | 0.1
CCOc1cc(N2CCOCC2)c(OCC)cc1NC(=O)CSc1nccc(C)n1
  -5% | 20% | -4.3% | 1.3% | 5% | 1% | 1 | -2% | i | 0.6
O=CN1CCCN(Cc2nc(Cc3ccccc3F)no2)CC1
  -3% | 1% | -3.6% | 0.2% | 9% | 3% | 1.1 | -7% | i | 0.3
O=C(N/N=C\c1ccc(Br)cc1)c1ccc(Cn2cccn2)o1
  -3% | -3% | 1.1% | -0.1% | 8% | -3% | 1.1 | 7% | i | 0.4
COc1ccc(-c2[nH]ncc2CN(C)Cc2cccnc2)c(F)c1
  -4% | 11% | -5.1% | -0.5% | -4% | 10% | 0.4 | 2% | i | 0.1
O=C(CN1CCc2ccccc21)NN1CC(=O)N(c2ccc(Cl)cc2)CC1=O
  -11% | x | x | x | 4% | x | x | -2% | i | 0.9
CCOC(=O)C1=C(C)Nc2ccccc2N=C1NC(=O)/C=C/c1ccc(OC)cc1OC
  6% | 14% | -1.0% | 1.3% | 2% | 19% | 1.1 | 0% | i | 0.3
CC(C)(C)OC(=O)NNC(=O)c1cccs1
  -7% | -14% | -4.4% | -2.4% | -3% | -20% | 1 | 3% | i | 0.2
COc1ccc(/C=C/C(=O)NC(=S)Nc2ccc(S(=O)(=O)Nc3cc(OC)ncn3)cc2)cc1
  -6% | 1% | -6.0% | -0.3% | 2% | 5% | 1 | 15% | i | 0.3
Cc1ccc(CN2C(=O)N/C(=C/c3cc(C)n(-c4ccccn4)c3C)C2=O)cc1
  0% | -15% | -4.4% | -1.5% | 21% | -11% | 1.1 | 4% | i | 1.1
CCOc1ccc(NC(=O)C2C3C=CC4(CN(C(C(=O)OC)C(C)C)C(=O)C24)O3)cc1 (stereo not drawn)
  -4% | 6% | -7.7% | -3.0% | -3% | 4% | 1.1 | 4% | i | 2.1
CCOC(=O)CN(Cc1sccc1C)C(=O)Nc1cccc(OC)c1
  0% | 0% | -4.6% | 7.3% | 7% | 0% | 1.1 | 3% | i | 0.5
O=C(Cc1cccc(C(F)(F)F)c1)NCc1ccc(Cl)cc1
  -7% | 6% | -3.4% | -1.7% | -1% | 18% | 1.2 | 2% | i | 0.5
O=C(CCN1Cc2ccccc2C1)c1ccc2c(c1)OCCO2
  1% | 37% | -1.5% | -9.2% | 7% | 33% | 1.1 | 8% | i | 6.3
COc1ccc(/C=C/C(=O)C2(O)CCCCC2)cc1OC
  -2% | 10% | -1.9% | -0.2% | 12% | 12% | 1 | 16% | i | 1.3
CCn1ncc(Cl)c1C(=O)Nc1cc(Cl)ccc1Cl
  -2% | 6% | -7.6% | -2.4% | 3% | 14% | 1.1 | -3% | i | 6.8
O=C(/C=C/c1ccccc1)NC(=S)NNS(=O)(=O)c1ccccc1
  -3% | x | 2.1% | 0.6% | u | x | 0.9 | 76% | i | 0.1
CCOC(=O)C1CCN(c2nc(C)cc(C)c2C#N)CC1
  -7% | 3% | -6.9% | -1.5% | -5% | 9% | 1.1 | -9% | i | 1.1
CCOC(=O)Cn1nnc(-c2ccc(OCC(C)C)cc2)n1
  -2% | -4% | 0.3% | 0.6% | -3% | -6% | 1.2 | -4% | i | 1.6
CCOc1ccccc1N(CC(=O)NC1CCCCC1)C(=O)CCCC(=O)Nc1ccccn1
  -12% | -10% | -3.3% | 5.3% | 7% | -7% | 1 | 8% | i | 0.8
CCOC(=O)Nc1cccc2ccccc12
  -12% | 11% | -5.2% | 0.8% | 9% | 3% | 1.1 | -1% | i | 10
O=c1c(-c2n[nH]c(=S)n2-c2ccccc2)cccn1Cc1cccc(Cl)c1
  -8% | -5% | -3.9% | x | 1% | -3% | 0.8 | 4% | i | 0.5
CCOc1ccc(Br)cc1S(=O)(=O)Nc1cccc(S(=O)(=O)N(C)c2ccccc2)c1
  2% | 7% | -4.4% | -4.6% | 2% | 22% | 1.1 | 16% | i | 0.8
CC(C)=CCN1CCN(Cc2cc(C(C)C)n[nH]2)CC1CCO (stereo not drawn)
  -7% | 0% | -1.4% | 3.3% | -2% | 5% | 1.1 | -9% | + | 0.8*
CCN(CC)C(=O)CSc1ncnc2c1nnn2-c1ccc(OC)cc1
  1% | 4% | -2.6% | -0.9% | 1% | 5% | 1.1 | -7% | i | 1.5
CCOC(=O)C1(Cc2ccccc2C(F)(F)F)CCN(Cc2ccc(COC)o2)CC1
  -6% | 14% | -13% | -0.7% | 4% | 11% | 1.1 | 4% | i | 0.3
O=C(Cc1ccccc1)Nc1c(Cl)ccc2nsnc12
  -2% | x | x | x | 0% | x | x | 3% | i | 0.8
N#C/C(=C/c1cc(Br)cs1)C(=O)NCC1CCCO1 (stereo not drawn)
  -1% | 1% | -5.3% | -1.3% | -4% | -8% | 0.9 | 8% | i | 1.3
CCOC(=O)N1CCC(NC(=O)CS(=O)(=O)Cc2nc(-c3ccccc3C)oc2C)CC1
  -8% | 17% | -1.5% | x | 12% | 16% | 1.2 | 0% | + | 8.3*
OC(c1ccccc1)(c1ccccc1)C1CCN(C(=S)NCCc2ccccc2)CC1
  3% | 9% | -2.7% | 1.6% | 0% | 24% | 1.2 | 0% | i | 0.4
O=C(NCC1CCCO1)c1cccc(N2CCCC2=O)c1 (stereo not drawn)
  -4% | 1% | -9.8% | x | 12% | 1% | 1 | 17% | i | 0.9
Cc1cc(C)c(C)c(OCCOCCNCc2ccccc2)c1
  -7% | 4% | -3.1% | -1.7% | -7% | 5% | 1.1 | -3% | i | 0.2
OC1CCNC(=S)N1c1ccccc1 (stereo not drawn)
  2% | -9% | -4.8% | -2.1% | -2% | -10% | 1.1 | 18% | + | 1.3*
CCc1ccc(C(=O)c2cnc3ccc(OC)cc3c2N2CCN(CC)CC2)cc1
  -1% | -2% | -2.5% | x | 6% | -14% | 1.1 | 4% | i | 5.8
CSCCOC(=O)COc1ccc(/C=N/NC(=O)c2nn(C)cc2Cl)cc1
  2% | 11% | -3.9% | -4.2% | -1% | 9% | 1.1 | 14% | i | 1.0
Cc1csc2c(=O)[nH]cnc12
  -9% | -1% | -12% | 2.0% | 5% | 1% | 1 | 5% | i | 0.1
COc1ccc(C(=O)NC(=S)NNC(=O)CCc2ccccc2)cc1
  7% | -18% | -1.0% | -1.6% | -6% | -1% | 1.1 | -2% | i | 5.6
COc1ccc(NS(=O)(=O)c2cc(NC(=O)c3cnc(C)cn3)ccc2N2CCCC2)cc1
  10% | 11% | -13% | -3.6% | 6% | 2% | 1 | 0% | i | 0.6
CC(Oc1ccccc1F)C(=O)NNC(=O)c1cc2ccccc2o1 (stereo not drawn)
  -3% | 2% | -3.0% | -1.2% | 6% | -2% | 2.4 | 0% | i | 0.3
Cc1ccsc1/C=C(\C#N)C(=O)NCCCN1CCOCC1
  1% | 9% | -4.1% | -2.9% | 7% | 2% | 1.1 | 14% | i | 0.7
Cc1ccc(N(C(=O)c2sc(C)nc2C)C(C(=O)NCc2ccco2)c2ccccc2)cc1 (stereo not drawn)
  -3% | 12% | -3.5% | -0.1% | 6% | 9% | 1.1 | -7% | i | 1.6
Cc1nc(-c2ccc(NS(=O)(=O)c3ccccc3)cc2)cs1
  -3% | 8% | -3.9% | -1.3% | -1% | 3% | 1 | 3% | i | 0.4
Cc1c(Br)cc(-c2nnco2)cc1Br
  -4% | 16% | -1.5% | x | 1% | 9% | 1.1 | 3% | i | 0.7
O=C(CNC(=O)c1cccs1)OCC(=O)c1ccccc1
  -9% | -30% | -0.7% | -4.8% | 4% | -18% | 1.1 | 9% | i | 5.9
Cc1c(CCO)c(=O)n(-c2ccccc2)n1S(=O)(=O)c1ccc([N+](=O)[O-])cc1
  -1% | -19% | -10% | -1.7% | 3% | -42% | 1 | -1% | i | 0.0
COC(=O)c1c(C)oc(C)c1S(=O)(=O)NCc1ccco1
  -4% | x | x | x | 4% | x | x | -9% | i | 0.8
COc1ccc(-c2cn3cc(C)ccc3n2)cc1OC
  -8% | -7% | -0.8% | x | 12% | 0% | 1.1 | -105% | i | 1.0
Cc1ccc(-c2nn3c(C)nnc3c3ccccc23)cc1S(=O)(=O)N(C)CCO
  0% | -4% | -9.2% | -0.5% | 3% | -4% | 1.1 | 13% | i | 0.7
O=C(CCc1nnc(Cc2c[nH]c3ccccc23)o1)NC(C1CC1)C1CC1
  -6% | x | -4.0% | 0.5% | 2% | x | 1.1 | -6% | i | 1.4
O=C(NCC1CCCO1)c1ccc2c(=O)n(-c3ccccc3)c(=S)[nH]c2c1 (stereo not drawn)
  -5% | -5% | -8.3% | -0.5% | 13% | -15% | 0.9 | 10% | i | 1.3
CCOC(=O)c1c(/N=C/c2cc([N+](=O)[O-])ccc2O)sc(C)c1C
  6% | 2% | -4.6% | 3.4% | 4% | 7% | 0.8 | 37% | i | 0.6
COc1cc(NC(=O)C(Cc2ccccc2)n2cccc2)cc(OC)c1 (stereo not drawn)
  0% | x | x | x | 7% | x | x | 8% | i | 0.9
O=[n+]1cc(-c2cccc3ccccc23)n([O-])c2c1CCC2
  -5% | -18% | -8.4% | -1.4% | 14% | -13% | 1 | 13% | i | 0.3
C/C(=N\NS(=O)(=O)c1ccc(C)cc1)c1cccs1
  -7% | -2% | 0.3% | 1.0% | 3% | -6% | 1.2 | 16% | i | 0.6
CCCS(=O)(=O)NCc1cn2cccc(C)c2n1
  -2% | -13% | -7.9% | -0.4% | 1% | -12% | 1.1 | 6% | i | 7.0
Cc1ccccc1-c1nc(CS(=O)CC(=O)NCCN2CCN(Cc3ccccc3)CC2)c(C)o1 (stereo not drawn)
  -4% | -2% | -4.0% | -0.5% | 5% | -6% | 1 | -5% | i | 3.6
CC(C)c1ccc(C2C3=C(CC(C)(C)CC3=O)NC3=C2C(=O)c2ccccc23)cc1 (stereo not drawn)
  6% | 8% | -20% | -2.2% | 21% | 15% | 1 | 11% | i | 6.9
Cc1cc2ncn(C(=O)N3CCCC3)c2cc1C
  -5% | -1% | -6.7% | -1.8% | 3% | 4% | 1.1 | 6% | x | x
COc1ccc(/C=N/NC(=O)C(=O)Nc2ccccn2)cc1OC
  4% | -14% | -5.0% | -2.6% | 8% | -27% | 1 | 0% | i | 0.7
O=C(CNC(=O)c1ccc(Cl)cc1)N/N=C/C=C/c1ccccc1
  -5% | 10% | -1.9% | 0.0% | -2% | 9% | 1 | 8% | i | 0.1

Assay outcomes (PubChem)
